# CHX counter: affects cycloheximide protein synthesis inhibition readout, counter-screen; actives 12% (n = 300,000); cell reporter, cycloheximide protein synthesis inhibition counterscreen; max response, %; in the data active = max response mostly above about 13%, no sharp cut-off; inactive = mostly below about 14%; also: read at 38.3 µM for the half of the compounds with a filed dose; 0% is about no effect
# AmpC inh detg: blocks E. coli AmpC beta-lactamase in detergent assay. P00811. AmpC hydrolysis of nitrocefin, absorbance 480 nm, 0.01% Triton. Potency, µM (series often up to 114 µM), for inactives: top-dose activity change, negative = inhibition, most hits filed as inhibitors. actives 0.041% (n = 370,000). AID 485294;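 also: potency is read from the fitted curve at half-maximal effect; 0% = no-compound wells and -100% = no-enzyme wells; nearly all actives have a fitted effect of over 25% in size; some results filed as inactive show a strong effect at the top dose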
# Target sequence (P00811 whole entry, looked up): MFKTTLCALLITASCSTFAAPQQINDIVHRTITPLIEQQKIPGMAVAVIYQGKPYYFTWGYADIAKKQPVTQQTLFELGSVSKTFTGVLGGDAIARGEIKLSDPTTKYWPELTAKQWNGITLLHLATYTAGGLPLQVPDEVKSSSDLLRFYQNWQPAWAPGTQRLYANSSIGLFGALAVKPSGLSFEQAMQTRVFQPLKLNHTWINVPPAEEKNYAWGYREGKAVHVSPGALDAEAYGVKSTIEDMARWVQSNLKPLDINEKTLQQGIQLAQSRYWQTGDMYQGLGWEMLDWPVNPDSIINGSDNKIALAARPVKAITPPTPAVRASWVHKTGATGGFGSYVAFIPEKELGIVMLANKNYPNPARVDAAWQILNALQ
#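 20 mM phosphate pH 7.0 + 0.01% (detergent screen) or 0.0001% Triton X-100; 5.3 nM AmpC reagent; cpd preinc 15 min RT; nitrocefin (800 uM stock) to start; A480 q20 s × 4 min; Activity was normalised to no-enzyme and no-compound control wells.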
# AMA1 RON2 block: AMA1-RON2 (P. falciparum) interaction inhibition; AlphaScreen AMA1-biotinylated RON2 peptide binding; Potency, µM (series often up to 58.2 µM), inactives show at the highest dose activity change, negative = inhibition, actives largely listed as inhibitors; actives 0.2% (n = 360,000);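 also: potency is read from the fitted curve at half-maximal effect; 0% = vehicle wells and -100% = peptide control; nearly all actives have a fitted effect of over 45% in size; some results filed as inactive show a strong effect at the top dose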
#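 AMA1 (3D7) with his tag at 25 nM final met compounds first, then biotinylated RON2 peptide at 25 nM; detection used donor plus acceptor beads, 10 µg/mL apiece, read by AlphaScreen after 30 min at room temperature.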
# AmpC inh no detg: AmpC beta-lactamase inhibition without detergent; Potency, µM (highest dose often 57.1 µM), without a hit: top-dose activity change, negative = inhibition, hits mostly inhibitors; AmpC nitrocefin hydrolysis, absorbance 480 nm, 0.0001% Triton; P00811; AID 485341; actives 0.52% (n = 330,000);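 also: potency is read from the fitted curve at half-maximal effect; plate controls were no compound for no effect and no enzyme for full effect; nearly all actives have a fitted effect of over 20% in size; some results filed as inactive show a strong effect at the top dose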
#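 20 mM phosphate pH 7.0 + 0.01% (detergent screen) or 0.0001% Triton X-100; 5.3 nM AmpC reagent; cpd preinc 15 min RT; nitrocefin (800 uM stock) to start; A480 q20 s × 4 min; Activity was normalised to no-enzyme and no-compound control wells.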
# Shiga toxin inh: inhibitors of Shiga toxin in Vero cells. AID 2315. actives 9.2% (n = 290,000). Vero cells, Shiga toxin protein synthesis inhibition reporter. inhibition, % at 38.7 µM; in the data active = inhibition mostly above about 28%, no sharp cut-off; inactive = mostly below about 43%; also: 0% is about no effect
# FBPA Giardia inh: blocks Giardia fructose-bisphosphate aldolase activity; actives 0.71% (n = 290,000); A8B2U2; Potency, µM (doses to about 59.6 µM), inactives show top-dose activity, negative = inhibition, most hits filed as inhibitors; purified Giardia FBPA; AID 2451; also: potency is read from the fitted curve at half-maximal effect; % is scaled to controls: 0 for no effect and ±100 for the full control effect; nearly all actives have a fitted effect of over 55% in size
# Target sequence (A8B2U2 whole entry, looked up): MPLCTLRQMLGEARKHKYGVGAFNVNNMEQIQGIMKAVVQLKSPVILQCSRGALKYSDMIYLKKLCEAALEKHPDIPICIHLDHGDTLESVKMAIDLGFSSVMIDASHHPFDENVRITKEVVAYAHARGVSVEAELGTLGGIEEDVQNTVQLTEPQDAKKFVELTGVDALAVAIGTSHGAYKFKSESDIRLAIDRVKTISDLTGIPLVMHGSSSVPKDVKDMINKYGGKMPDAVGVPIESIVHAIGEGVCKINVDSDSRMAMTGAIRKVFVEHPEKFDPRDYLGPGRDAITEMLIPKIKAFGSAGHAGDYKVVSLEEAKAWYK
#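 Giardia FBPA (40 nM reagent) was preincubated 10 min at RT with compound (up to 57.5 uM final), then substrate plus GAPDH/TPI/NAD/arsenate coupling system with diaphorase/resazurin was added; resorufin fluorescence (525/598 nm) was read after 20 min.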
# HCMV inh: human cytomegalovirus inhibition; activity change, negative = inhibition, % at 57.5 µM; AID 1259415; HFF cells, HCMV-luciferase reporter, 72 h; hits give low values; actives 4.5% (n = 410,000); in the data active = activity change below about -60%; inconclusive = no clear call, values can overlap the other calls; inactive = above about -39%; also: % is scaled to controls: 0 for no effect and ±100 for the full control effect
#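 Two compound doses tested in HFFs infected with HCMV-luciferase, MOI 1 PFU/cell, 72 h at 37C. Lysate luminescence read with OneGlo; data normalized against buffer-only and 10uM Salinomycin inhibitor controls.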
# Active calls of the source: *; ? = inconclusive; . = no result given; & = joins results of further samples; [ ] = another dose, or the depositor's remark. Unless noted, calls follow the shape of the dose curve; as a rule, active = well fitted curve in the direction sought with a large enough effect; inconclusive = small, poorly fitted or top-dose-only effect, or another doubt; inactive = no such curve, though single readings can be large; an effect the other way counts as inactive or inconclusive.
SMILES,CHX counter,AmpC inh detg,AMA1 RON2 block,AmpC inh no detg,Shiga toxin inh,FBPA Giardia inh,HCMV inh
CC(C)(C)NC(=O)COC(=O)/C=C/c1ccc(F)cc1,24.0*,6.9%,11.5%,-7.6%,42.7,-2.7%,?
COc1cc(OC)cc(C(=O)N2CCC(N3CCN(c4ccccc4OC)CC3)CC2)c1,-2.5,-2.5%,-17.7%,26.3%,-6.4,-19.7%,16.4
COc1cccc(NC(=O)CSc2nc3n[nH]c(C)c3c(=N)n2-c2cccc(OC)c2)c1,2.4,1.4%,0.2%,62.4%[activator],-10.3,-2.3%,57.1
CCn1c(SCC(=O)Nc2cc(F)ccc2C)nnc1-c1ccccc1O,-6.2,?,-0.2%,-16.4%,-5.7,-5.8%,-17.6
CCn1c(-c2ccncc2)n[nH]c1=S,4.9,-2.4%,30.0%,-15.0%,24.0,?,-21.8
CC(C)(C)c1cc(Br)c(O)c(N=Nc2ccc(S(=O)(=O)N3CCOCC3)cc2)c1,-3.6,?,-19.0%,-21.2%[11.4 µM],-2.9,-10.0%,?
CC(=O)/C=C/c1ccccc1O,1.2,-5.7%,-6.1%,-14.7%,-20.8,0.0%,-39.3
O=C(COC(=O)COc1ccc(Cl)cc1)NCCNC(=O)COC(=O)COc1ccc(Cl)cc1,.,?,1.2%,137.7%[activator],.,.,7.3
CCc1cccc(NC(=O)CSc2nc3c(c(=O)[nH]2)CCCC3)c1,-5.4,-13.7%,.,-55.9%,-8.5,-3.9%,.
O=C(c1cn(-c2ccccc2)nc1-c1ccccc1)N1CCOCC1,22.1,-0.4%,-15.4%,29.4%,20.1,-1.2%,28.6
Cc1noc(C)c1S(=O)(=O)N1CCCC(C(=O)NCCC2=CCCCC2)C1 (stereo not given),1.9,-5.0%,-5.7%,-7.7%,-8.3,-7.0%,-7.4
NC(=O)c1ccc2c(=O)c(O)c(-c3cc(Cl)c(N)c(Cl)c3)[nH]c2c1,-2.3,?,34.1%[activator],-33.1%,9.9,0.3%,-1.4
C[C@H](CO)NC(=O)[C@@H]1C[C@H]1[C@@H](NP(=O)(c1ccccc1)c1ccccc1)c1ccccc1,-3.3,?,-13.2%,139.2%[activator],-4.4,-8.9%&8.0%,22.4
CC1CCc2c(C(=O)NCc3ccco3)csc2C1 (stereo not given),16.6*,-2.8%,0.4%,-31.0%,48.2,-0.6%,?
CC(C)OCCCNC(=O)c1ccc(CN2CCc3ccccc3C2)cc1,-2.3,?,-7.8%,39.6%,-4.3,-8.8%,-4.0
O=C(C1CC(=O)N(c2ccc(Br)cc2)C1)N1CCCC1 (stereo not given),4.7,3.1%,3.5%,-11.7%,-22.5,.,-23.4
Cc1ccc(CCC(=O)Nc2ccc([N+](=O)[O-])cc2)o1,2.0,?,-9.3%,-25.2%,26.3,8.4%,0.1
NC(=O)c1ccc(N2CCN(c3ncc(C(F)(F)F)cc3Cl)CC2)cc1,-1.8,-2.9%,-3.3%,-23.7%,4.0,-9.9%,?
CN(C)S(=O)(=O)c1ccc2c(c1)C(CC(=O)O)NC2=O (stereo not given),1.2,?,2.8%,-5.9%,-19.1,-6.8%,-10.6
CCNC(=O)N(CC)C[C@H]1N[C@@](C)(C(=O)OC)[C@H]2C(=O)N(C)C(=O)[C@@H]12,.,.,-1.8%,-20.3%,.,.,22.8
O=C(COC(=O)CCC1CCCC1)Nc1ccccc1OC(F)F,-1.2,-0.6%,-0.4%,0.2%,20.9,-1.6%,13.9
Cc1cc(C)cc(-n2c(SCC(=O)NCc3ccco3)nc3ccccc3c2=O)c1,-1.6,-3.7%,80.8%[activator],-25.8%,-7.9,0.7%,-8.6
COc1ccc(-c2nnc(Sc3nc4ccccc4o3)c3ccccc23)cc1,-8.4,-11.7%,-12.2%,-9.7%,-4.7,-22.5%,?
CN(C(=O)c1cccc(NC(=O)Cc2cccc([N+](=O)[O-])c2)c1)C1CCC1,.,.,-7.8%,-14.5%,.,.,12.0
COCCN1Cc2cccc(C(=O)Nc3c(C)cc(C)cc3C)c2C1=O,0.4,2.0%,45.4%[activator],8.6%,1.9,4.7%,10.9
Cc1nn(Cc2ccccc2Cl)c(C)c1C(=O)OCC(=O)NC1CCCC(C)C1C (stereo not given),-2.5,-8.8%,2.6%,-5.1%,-8.2,-1.3%,-38.7
COC(=O)Cc1[nH]c(=S)[nH]c1C(=O)OC,0.9,?,59.1%[activator],-5.9%,-3.0,?,1.0
CC(=O)/C(C[N+]1(C)CCCCC1)=N\O,-1.1,?,6.6%,1.0%,-5.7,6.6%,-2.4
COC(=O)c1cc(C(=O)N2CCN(c3cccc(Cl)c3)CC2)cc([N+](=O)[O-])c1,-1.8,?,-5.5%,-6.9%[11.4 µM],1.9,-0.5%,-67.6*
N#C/C(=C/c1ccc(Br)s1)C(=O)NCCc1c[nH]c2ccccc12,-1.1,-0.9%,-21.9%,-25.8%,-11.0,-0.1%,-16.2
O=C(Nc1ccccc1)N(C1=NCCCCS1)c1ccccc1,23.7*,-1.7%,-2.9%,-31.5%,56.0,-0.2%,-104.1*
COc1ccc(NC(=O)c2ccc3c(=O)n(-c4ccc(OC)cc4OC)c(=S)[nH]c3c2)cc1,5.7,-9.1%,91.6%[activator],-21.3%,15.0,-0.4%,-32.8
Cn1ccsc1=NC(=O)c1cc(S(=O)(=O)N2CCOCC2)ccc1F,.,-12.0%,5.8%,-16.1%,.,.,-12.2
Fc1cccc(F)c1-n1c(CN2CCCCC2)csc1=S,-3.7,-14.0%,?,-47.1%,-16.3,-0.8%,-68.0*
CCN1CCCC1CNC(=O)C(=O)NC(C)c1ccccc1 (stereo not given),-3.4,-2.2%,-4.5%,-8.2%,46.6,-5.4%,?
Nc1nnc(SCC(=O)OCC(=O)Nc2ccccc2)s1,-1.6,-5.4%,14.3%,-18.2%,4.7,-5.5%,11.1
C=CCN1C=C2C(=O)C(C)(OC(=O)C3CCCC3)C(=O)C=C2C=C1c1ccsc1 (stereo not given),-3.2,-5.0%,-6.0%,0.4%,-5.4,?,22.8
O=C(COC(=O)/C=C/c1ccc(OC(F)F)cc1)Nc1ccc(N2CCOCC2)cc1,.,-11.5%,-14.6%,22.5%,.,.,-29.7
COc1ccc2sc(C)nc2c1NC(C)=O,1.2,?,2.4%,-0.6%,-3.6,-5.6%,-16.7
CCOC(=O)c1ccc(NC(=S)NCCc2ccccc2F)cc1,12.9,-1.7%,8.3%,-34.6%,-6.7,2.0%,10.4
C=C[C@H]1[C@H](O[C@@H]2O[C@H](CO)[C@@H](O)[C@H](O)[C@H]2O)OC=C2C(=O)OCC[C@]21O,.,.,-4.2%,-7.8%,.,.,22.2
Cc1ccc(S(=O)(=O)Nc2nc3ccccc3nc2NCc2ccc3c(c2)OCO3)cc1C,-4.3,-5.8%,18.1%,-18.9%,-8.9,3.4%,17.9
CCN(CC(=O)Nc1c(F)cccc1F)C(=O)CCNC(=O)c1ccc([N+](=O)[O-])cc1,.,-7.9%,3.6%,-7.3%,.,.,-25.5
O=C(c1ccc(F)cc1)C1CCN(C(=S)Nc2ccc(F)cc2)CC1,-0.8,-13.2%,-3.6%,-17.0%,10.8,-4.3%,2.0
COc1ccc(NC(=O)c2nc[nH]c2C(=O)N2CCC(C)CC2)cc1,-0.7,9.8%,24.6%,-7.3%,-13.3,-9.7%,?
CN(c1ccc(C(=O)N2CCc3ccccc3C2)cc1)S(C)(=O)=O,18.8,-8.0%,-1.2%,-6.4%,52.2*,-26.0%,5.3
Cn1nnc(NC(=O)c2cccc(F)c2)n1,-0.8,?,14.3%,-14.4%,5.4,7.2%,57.5
COc1ccc(NC(=O)c2ccc3c(=O)n(CC4CCCO4)c(=S)[nH]c3c2)c(OC)c1 (stereo not given),-4.0,-6.9%,88.2%[activator],-32.2%,-25.3,2.8%,-25.2
CCCOc1ccc(CSC(=N)N)cc1C(=O)OC,-1.6,-11.4%,-17.4%,-19.1%,-7.0,-0.6%,23.7
COc1ccc(NC(C)=O)cc1NC(=O)c1ccc(C#N)cc1,2.9,3.0%,43.7%[activator],-14.3%,-16.8,-3.6%,?
Cc1ccc(/C=N/NC(=O)Cn2nnc(N)n2)o1,-2.0,-1.7%,10.5%,0.0%,-10.9,-6.3%,14.8
COc1ccccc1CCNC(=O)C(=O)NCC1OCCN1S(=O)(=O)c1cccs1 (stereo not given),33.6*,3.0%,9.1%,-15.3%,24.6*,.,21.9
CCOP(=O)(OCC)c1nc(-c2cccc3ccccc23)oc1NCc1ccccc1,-1.6,0.7%,26.6%,62.0%[activator],-4.9,-4.1%,-9.4
COc1ccc(OC)c(-n2c(-c3cccc(O)c3)n[nH]c2=S)c1,0.3,1.8%,28.5%,-22.8%,-10.4,-10.8%,27.3
COc1cccc(NC(=O)c2cccc(Cl)c2)c1,.,-16.0%,-2.1%,-16.9%,.,.,94.8
Cc1ccc(S(=O)(=O)c2nc(S(C)(=O)=O)sc2N2CCCCCC2)cc1,-0.7,-2.5%,13.0%,17.8%,-9.5,.,?
COc1ccc(OC)c(NC(=O)CN(C)CC(=O)Nc2ccccc2Br)c1,-3.1,-10.9%,39.7%[activator],-6.4%[11.4 µM],-6.4,17.7µM*,-12.5
CCc1c(C)nc2cc(C)[nH]n2c1=O,-1.8,-8.4%,8.7%,-19.2%,0.5,-4.4%,-4.2
CCCCCCCCCC(=O)N[C@@H]1c2cc(OC)c(OC)cc2C[C@H]1OCc1ccccc1,.,.,-5.5%,-15.6%,.,.,-17.0
CC(C)(C)c1ccc(C(=O)NCCC(=O)NCc2cccs2)cc1,8.1,-11.9%,-6.5%,31.6%,-10.8,7.3%,0.0

# Other results follow.
SMILES,CHX counter,AmpC inh detg,AMA1 RON2 block,AmpC inh no detg,Shiga toxin inh,FBPA Giardia inh,HCMV inh
O=C(CN1C(=O)c2ccccc2C1=O)Nc1ccc(S(=O)(=O)N2CCOCC2)cc1,7.5,4.9%,-6.9%,-9.2%,-3.5,-4.5%,-29.8
O=C(O)C/C=C(/NC(=O)OCc1ccccc1)C(=O)OCc1ccccc1,-3.3,5.0%,-1.4%,-26.9%,-15.7,11.7%,-28.0
COCC(=O)Nc1nc(-c2ccc(C)cc2)c(C)s1,13.5*,0.4%,1.2%,0.5%,34.5*,2.0%,18.1
COc1ccc(NC(=O)Cn2cnc3c(nnn3-c3ccc(C)cc3)c2=O)cc1,-4.6,-6.2%,.,-8.4%,-7.7,7.6%,.

# Random excerpt: 2 compounds from above, in no set order.
SMILES,CHX counter,AmpC inh detg,AMA1 RON2 block,AmpC inh no detg,Shiga toxin inh,FBPA Giardia inh,HCMV inh
COCC(=O)Nc1nc(-c2ccc(C)cc2)c(C)s1,13.5*,0.4%,1.2%,0.5%,34.5*,2.0%,18.1
O=C(O)C/C=C(/NC(=O)OCc1ccccc1)C(=O)OCc1ccccc1,-3.3,5.0%,-1.4%,-26.9%,-15.7,11.7%,-28.0

# Screening results as filed in PubChem BioAssay.
